Screening data (PubChem)
phage Ecoli inh = E. coli growth loss with phage present; growth absorbance; inhibition, % at 11.9 µM; 0.26% of 360,000 active; AID 651602; in the data active means inhibition above about 11%
Ecoli viability = counter-screen for AddAB inhibitors: E. coli growth inhibition. AID 449728. 0.27% of 330,000 active. inhibition, % at 11.9 µM. E. coli V3065 growth, OD600 absorbance, 18 h;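 active means inhibition above the campaign's mean inhibition across all tested compounds plus 3 SD, cut at about 9.9% in these data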;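 further: uninfected addAB+ strain grown without phage in ampicillin broth; 0% = DMSO wells and 100% = ciprofloxacin 0.95 µg/ml wells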
Arrestin-AP2 inh = blocks beta-arrestin peptide binding to AP2 adaptin; FITC-arrestin peptide / GST-AP2 beads, flow cytometry; AP2 beta2 appendage carries R879A mutation; inhibition, % at 10 µM; 0.31% of 340,000 active; AID 504490;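 active means inhibition above a set limit, near 3 SD of compounds lacking own fluorescence, cut at about 54% in these data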;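 further: plate controls were DMSO wells for no effect and 5 µM unlabelled arrestin peptide for full effect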
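System: GST-AP2 R879A glutathione beads | Also added: FITC-arrestin peptide, 50 nM | Times: 12 min plus 1 h, RT | Signal: Bead flow cytometry, FITC channel | Buffer or medium: PBS with 0.05% Tween 20 and 0.1% BSA | Read-out basis: Percent drop in bead-associated FITC signal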
PKA-R1A act = PKA-R1A complex activation | P00514+P68181 | PKA-R1A dissociation, Cy5-IP20 fluorescence polarization; scaled: DMSO 0%, 113 µM cGMP 100% | activation, % at 11.4 µM | 0.083% of 340,000 active;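 active means percent activation above the mean of all tested compounds plus 3 SD, cut at about 19% in these data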;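 further: higher means more PKAc released from R1A so a rise in polarization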
OPRM1-OPRD1 inv = mu-delta opioid heterodimer inverse agonism; inhibition, % at 9.3 µM; 0.21% of 340,000 active; P35372+P41143; cell-based MOR-DOR heterodimer luminescence; in the data active means inhibition above about 22%, passing the limit was not always enough;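 further: 0% = cells with DMSO and 100% = wells without cells with DMSO; values of inactives mirror those of a sister screen read the other way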
OPRM1-OPRD1 ag = OPRM1-OPRD1 heterodimerization agonism; cells, luminescence; activation, % at 9.3 µM; 0.3% of 340,000 active; AID 504326; in the data active means activation above about 18%;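 further: 0% = vehicle-treated cells and 100% = reference agonist; values of inactives mirror those of a sister screen read the other way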
Tat transport = inhibitors of E. coli Tat protein transport; E. coli MC4100 TorA-mCherry Tat export, fluorescence; inhibition, % at 10 µM; 0.036% of 340,000 active; AID 488895;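 active means mean replicate inhibition at least 50% and at least half of replicates individually reaching 50%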;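 further: exported cargo escapes ClpAP degradation while cytoplasmic cargo is degraded and loses fluorescence; 0% = median of neutral control wells and 100% = median of NaSCN control wells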
PfHsp90 yeast 2 = inhibits growth of yeast expressing Plasmodium falciparum Hsp90. S. cerevisiae expressing PfHsp90, BacTiter-Glo ATP, 48 h; yeast lacking PDR1 and PDR3 efflux regulators. AID 504621. 0.32% of 310,000 active. inhibition, % at 9.4 µM;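 active means every replicate shows inhibition above about 80%, whatever the replicate mean, limit read from the data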;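 further: 0% = DMSO neutral controls and 100% = 20 µM radicicol positive controls; yeast relying on Plasmodium falciparum Hsp90 in place of its own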
Pemphigus Ab inh = inhibitors of pemphigus antibody binding to human desmoglein-3; AID 588358; binding (percent of control), % at 10 µM; 0.48% of 310,000 active; DSG3-coupled beads, scFv-anti-DSG3-GFP binding, flow cytometry; stronger effect = lower value;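 active means binding more than 3 SD below its plate's average and above zero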;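 further: hits lower antibody fragment binding to DSG3; some compounds called inactive have numbers as strong as hits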
Target sequence (P32926 whole entry, looked up, the tested form may be a part): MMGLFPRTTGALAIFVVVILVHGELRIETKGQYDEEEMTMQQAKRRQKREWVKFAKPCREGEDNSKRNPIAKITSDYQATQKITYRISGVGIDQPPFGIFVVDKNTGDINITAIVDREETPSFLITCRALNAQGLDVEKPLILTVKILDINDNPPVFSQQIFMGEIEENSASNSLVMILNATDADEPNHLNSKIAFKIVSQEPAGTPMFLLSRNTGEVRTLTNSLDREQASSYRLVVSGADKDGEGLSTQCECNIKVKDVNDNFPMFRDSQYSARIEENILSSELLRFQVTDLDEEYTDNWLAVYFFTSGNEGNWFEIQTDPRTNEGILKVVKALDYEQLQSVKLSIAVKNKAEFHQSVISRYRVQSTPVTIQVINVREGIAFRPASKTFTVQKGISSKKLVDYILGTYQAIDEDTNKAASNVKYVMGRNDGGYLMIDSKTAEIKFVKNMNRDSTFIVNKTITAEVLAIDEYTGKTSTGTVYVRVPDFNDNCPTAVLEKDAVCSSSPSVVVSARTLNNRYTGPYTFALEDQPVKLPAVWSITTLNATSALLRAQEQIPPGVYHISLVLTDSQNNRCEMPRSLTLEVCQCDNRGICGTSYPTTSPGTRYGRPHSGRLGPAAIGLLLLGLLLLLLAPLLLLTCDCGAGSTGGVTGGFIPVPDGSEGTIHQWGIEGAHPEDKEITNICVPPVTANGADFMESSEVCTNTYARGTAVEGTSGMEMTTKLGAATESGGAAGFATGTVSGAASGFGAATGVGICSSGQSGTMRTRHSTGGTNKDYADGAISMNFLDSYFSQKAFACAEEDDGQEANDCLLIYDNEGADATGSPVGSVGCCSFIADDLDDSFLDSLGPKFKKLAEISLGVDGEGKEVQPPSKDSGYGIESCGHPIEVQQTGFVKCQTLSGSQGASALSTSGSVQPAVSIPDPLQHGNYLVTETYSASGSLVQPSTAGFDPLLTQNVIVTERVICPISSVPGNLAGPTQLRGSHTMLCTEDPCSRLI
AddAB inh = less growth of phage-infected E. coli with AddAB. E. coli expressing H. pylori AddAB, absorbance growth. inhibition, % at 11.9 µM. 0.29% of 330,000 active; in the data active means inhibition above about 12%;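 further: 0% = vehicle wells of infected cells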
SUMO Mot1 rescue = SUMOylation pathway inhibition by Mot1-301 growth rescue; growth rescue, % at 18.8 µM; S. cerevisiae Mot1-301 growth rescue, ATP luminescence, 38.5C; percent above DMSO median, 100 means doubled; 1% of 320,000 active;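 active means every valid replicate shows activation above 250% relative to neutral control wells; inactive means the rest, any valid replicate at or below 250%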;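 further: OY570 slx delta 5 strain wells were the positive control but not used for scaling; some compounds called inactive have numbers as strong as hits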
Active calls of the source: *; · = no result given; & = joins results of further samples. The order is random. About 2.8% of those tested had a hit in this group.

SMILES | phage Ecoli inh | Ecoli viability | Arrestin-AP2 inh | PKA-R1A act | OPRM1-OPRD1 inv | OPRM1-OPRD1 ag | Tat transport | PfHsp90 yeast 2 | Pemphigus Ab inh | AddAB inh | SUMO Mot1 rescue
CC1Oc2ccccc2N(Cc2cccc(F)c2)C1=O (stereo unspecified) | 1.8 | -1.1 | 9 | -8 | 7 | -1.5 | 2 | 1 | 109 | 1.5 | -10
O=C(CCn1c(=S)oc2ccccc21)NC1CCCCCCC1 | -0.7 | -2.2 | -5 | 10 | 0 | 0.0 | 1 | 4 | 104 | -0.9 | -11
Fc1ccc(CNCc2ccc(Br)cc2)cc1 | 2.3 | 2.8 | -3 | -4 | -34 | 6.6 | 0 | 33 | 109 | 4.8 | 37
COc1ccc(C(=O)C2CCN(CC(=O)Nc3cc(C)cc(C)c3)CC2)cc1 | 2.1 | -2.0 | 4 | -9 | -2 | 0.5 | -2 | 25 | 118 | 2.9 | 66
N#Cc1ccccc1NCC(=O)N1CCN(S(=O)(=O)c2ccccc2)CC1 | 5.8 | -3.4 | 4 | -6 | 15 | -2.8 | -5 | 9 | 104 | 0.6 | -18
CC/C(C)=N/NC(=S)NCc1ccco1 | 0.9 | 1.0 | 5 | 7 | 13 | -2.5 | -4 | -8 | 106 | -0.2 | -1
N#CCc1c(C#N)c(N)nc(N2CCN(S(=O)(=O)c3ccccc3)CC2)c1C#N | 2.5 | -1.6 | -2 | -9 | 9 | -1.7 | 2 | -3 | 108 | 2.3 | -12
C/C(O)=C(\C#N)c1nc2ccccc2[nH]1 | 1.3 | -0.2 | 2 | -9 | 15 | -2.8 | 5 | 7 | 100 | -1.7 | -4
O=C(CSc1nnc2c3ccccc3c3ccccc3c2n1)Nc1ccccc1F | 0.1 | -2.3 | 8 | 1 | -41 | 7.2 | 9 | -15 | 94 | -1.8 | 276
COc1ccc(N(C)S(=O)(=O)c2cccc(C(=O)NCc3ccc4c(c3)OCO4)c2)cc1 | 2.9 | 1.1 | -2 | -3 | 15 | -2.9 | 1 | -3 | 110 | 0.3 | 2
C#CCOCCOCCOCCNc1nc(N2CCN(C(=O)[C@H]([C@@H](C)CC)n3cc(CCCN=C(N)N)nn3)CC2)nc(N2CCN(C(=O)[C@H](CCCCN)n3cc(CCC(=O)O)nn3)CC2)n1 | 2.1 | -1.0 | 8 | 0 | 6 | -1.0 | -2 | 10 | 113 | 3.8 | -1
CC(=O)N1CCN(c2ccccc2NC(=S)NC(=O)c2cc3ccccc3o2)CC1 | 1.7 | 1.3 | -4 | -2 | 13 | -2.4 | 0 | 18 | 98 | 2.4 | 13
O=C(O)c1ccc(NC(CSCc2ccc(F)cc2)C(=O)O)c([N+](=O)[O-])c1 (stereo unspecified) | 0.2 | -0.2 | -7 | -14 | -5 | 0.9 | 13 | -5 | 103 | 1.1 | 1
CCCCN(C)C(=O)C1CCN(c2ccc(S(=O)(=O)N3CCOCC3)cc2[N+](=O)[O-])CC1 | 2.6 | 1.4 | -4 | 1 | 7 | -1.0 | -1 | -4 | 102 | -0.2 | -3
CCOC(=O)CNC(=O)c1sc2nc(C)cc(C)c2c1N | 3.5 | 1.9 | -5 | -8 | 1 | -0.2 | 5 | -2 | 96 | 2.5 | -6
O=C(NNC(=O)c1ccc(Cl)nc1)c1ccc(Br)cc1 | 2.5 | 0.3 | 31 | 3 | 14 | -2.8 | -1 | 5 | · | -1.4 | -13
Cc1ccc(OCC(=O)N(Cc2nnc(-c3ccccc3Cl)o2)C2CC2)cc1C | 2.7 | -1.4 | -3 | -7 | 3 | -0.6 | 6 | -12 | · | 0.6 | 5
O=C(NCc1ccc(S(=O)(=O)Nc2ccccc2Cl)s1)c1ccccc1 | 0.9 | -1.2 | 10 | · | · | · | -3 | 1 | 94 | -2.1 | -6
O=C(NC1CCN(Cc2ccccc2)CC1)c1c(F)cccc1F | 2.0 | 0.9 | 29 | -12 | 1 | -0.1 | -13 | -1 | 101 | 4.8 | 11
O=C1c2ccccc2/C(=C\c2ccc(Br)s2)N1c1ccccc1 | 1.0 | -0.1 | -7 | 0 | 6 | -1.1 | 1 | -9 | · | 3.4 | 64
CN1CCC2(CC1)C1CN(C)CC=C1C(C#N)=C(N)C2(C#N)C#N (stereo unspecified) | 2.0&2.6 | -2.1&-3.1 | 10&3 | -17&-15 | -3&-11 | 0.5&1.5 | -2&-4 | 10&-1 | 103&112 | 3.7&5.2 | -30&9
CCCC[C@@H]1CN=C(N)N1CCc1cc(C(F)(F)F)cc(C(F)(F)F)c1 | 4.5 | 1.7 | 6 | -5 | 15 | -2.6 | -5 | -3 | 109 | 4.2 | -17
COc1ccc(NC(=O)c2cc(-c3cc(OC)c(OC)c(OC)c3)nc3ccccc23)cc1OC | 0.8 | -0.5 | -4 | -5 | 15 | -2.8 | 8 | 9 | 108 | 3.2 | -6
CCOC(=O)c1cnn(-c2ccccc2)c1NC(=O)c1cccs1 | 1.1 | 1.9 | 4 | 13 | -20 | 3.1 | 0 | 8 | 100 | 2.8 | -9
COC(=O)c1c(N2C(=O)CCC2=O)sc2c1CCCC2 | 3.5 | 0.2 | 26 | 4 | 17 | -3.3 | -4 | -26 | 106 | 2.3 | -3
SMILES | phage Ecoli inh | Ecoli viability | Arrestin-AP2 inh | PKA-R1A act | OPRM1-OPRD1 inv | OPRM1-OPRD1 ag | Tat transport | PfHsp90 yeast 2 | Pemphigus Ab inh | AddAB inh | SUMO Mot1 rescue
CCCCNc1cc(C)nc(N2CCOCC2)n1 | 2.8 | -2.2 | -14 | -7 | 17 | -3.8 | -1 | 27 | 104 | -0.8 | -4
C[C@H](NC(=O)NCc1cccs1)C(=O)O | -1.8 | -0.4 | -6 | 4 | 1 | -0.2 | -8 | 16 | 97 | -0.2 | -11
COc1ccc(C(=O)Nc2ccc3oc(Cc4ccc(Cl)cc4)nc3c2)cc1OC | 1.9 | -1.3 | -4 | -6 | -5 | 0.8 | 6 | -12 | 104 | 0.2 | -2
N#Cc1nc(COc2ccc(-c3ccccc3)cc2)oc1NCCCN1CCOCC1 | 1.3 | -1.4 | 83* | -4 | 5 | -0.9 | -5 | -3 | 98 | -1.0 | 181
CCCCn1nnc(NC(=O)C(c2ccccc2)c2ccccc2)n1 | 3.1 | 0.5 | -7 | -4 | 17 | -3.3 | -3 | 9 | 101 | 1.4 | -4
OC(c1ccccc1)c1nc2ccccc2[nH]1 (stereo unspecified) | 3.7 | 3.3 | 25 | -1 | 11 | -2.2 | -1 | 8 | 94 | 3.0 | -1
CCCN(Cc1ccccc1)C(=S)Nc1ccc(OCC)cc1 | 0.3 | 3.1 | -6 | 4 | 14 | -2.6 | -11 | -3 | 101 | 0.3 | 1
O=C(c1ccccc1)N1CCCC(C(=O)N2CCN(c3ccccc3)CC2)C1 (stereo unspecified) | 0.3 | 0.8 | -17 | 1 | 12 | -2.5 | -6 | 14 | · | 1.0 | 97
O=c1cc(CSc2nnnn2-c2ccccc2)nc2sccn12 | 2.5 | -0.2 | 25 | -3 | -5 | 1.0 | -1 | 33 | 95 | 3.5 | -7
COc1ccc(C2C(C#N)=C(N)OC3=C2C(=O)CC(C)(C)C3)c([N+](=O)[O-])c1OC (stereo unspecified) | 1.9 | -0.5 | 8 | 6 | -5 | 0.9 | -4 | · | · | 2.8 | ·
O=C(Nc1ccccc1)OCCNC1CCCCC1 | 3.7 | · | -12 | -10 | 13 | -3.0 | 1 | -1 | 95 | · | ·
O=C(COC(=O)Cc1ccc(F)cc1)Nc1cc(S(=O)(=O)N2CCOCC2)ccc1N1CCCC1 | 2.3 | -0.5 | -5 | 16 | 3 | -0.6 | 11 | -19 | 84 | 1.1 | 11
CN1CCC(N(C)C(=O)c2ccc(Cl)c(S(=O)(=O)N(C)c3ccc(Cl)cc3)c2)CC1 | 3.2 | -1.7 | 2 | -6 | 13 | -2.4 | 0 | 2 | 112 | -1.2 | -19
c1ccc(-n2ncc3c(NCCCN4CCOCC4)ncnc32)cc1 | 0.9 | -1.7 | 11 | 4 | 13 | -2.9 | -7 | -4 | 98 | 0.3 | -12
CCc1ccc(NC(=O)CCCn2nc(CC)n3c(cc4occc43)c2=O)cc1 | 0.2 | -1.3 | 3 | 0 | -4 | 0.8 | -3 | 14 | 102 | 0.6 | 3
Cc1onc(-c2ccccc2)c1C(=O)N1CCCN2C(=O)c3ccccc3C21 (stereo unspecified) | 3.4 | -0.6 | -7 | 1 | 9 | -1.8 | 6 | -6 | · | -1.5 | -5
Cc1nn(-c2ccccc2)c(C)c1NC(=O)Cc1cccs1 | 2.9 | -1.6 | 26 | 1 | -2 | 0.3 | -4 | 2 | 103 | 4.3 | -9
CC(=O)Nc1ccc(S(=O)(=O)N2CCN(c3cc(C)ccc3C)CC2)cc1 | 1.2 | -3.0 | 2 | 16 | -24 | 4.0 | 10 | 2 | 99 | 0.2 | 40
O=C(Nc1ccc(N2CCOCC2)c(Cl)c1)c1ccco1 | 2.8 | -0.4 | -8 | -9 | 0 | 0.0 | -4 | -54 | 95 | 0.9 | 1
C[C@@H]1CC[C@]2(O[C@H](CCO)C[C@H](O)[C@H]2O)O1 | 0.3 | -1.6 | 1 | 2 | 3 | -0.6 | -6 | · | 111 | 0.6 | -26
O=C(CSCC(=O)Nc1cccc2ccccc12)Nc1cccc2ccccc12 | -3.1 | 0.6 | 16 | -2 | -20 | 3.9 | -7 | -7 | 102 | 1.9 | -17
CC(=O)N1CC2(C)CN(C(C)=O)CC(C)(C1)C2 | 0.9 | -0.3 | -3 | 3 | -1 | 0.1 | -1 | · | 98 | 0.5 | 114
CCc1c(C)nc2cc(-c3ccc(OC)c(OC)c3)nn2c1N1CCCC1 | 1.8 | -0.6 | 5 | -10 | -24 | 3.8 | 3 | -14 | 101 | 1.1 | 14
CCc1ccc(NC(=O)CSc2nc(N)c(NC(=O)c3ccc(F)c(F)c3)c(=O)[nH]2)cc1 | 2.1 | -2.4 | 12 | 0 | 11 | -2.0 | 2 | -8 | 90 | 6.8 | -1
OC(C#Cc1ccccc1)(c1ccccc1)c1ccccc1 | 3.6 | · | -11 | -14 | -23 | 4.5 | 10 | 0 | 119 | · | ·
